High-throughput results deposited in PubChem BioAssay by National Center for Advancing Translational Sciences (NCATS).
POLH inh = qHTS for Inhibitors of Polymerase Eta; recombinant Pol eta, fluorescent DNA replication assay; Potency, µM (titrated, usually from 114 µM), for inactives: at the top dose activity change, negative = inhibition, actives largely listed as inhibitors; AID 588591, 2011; actives 1.2% (n = 390,000); note: potency is the fitted concentration of half-maximal effect; % is set by controls: 0 for no effect and ±100 for the full control effect
Target sequence (Q9Y253 whole entry, looked up): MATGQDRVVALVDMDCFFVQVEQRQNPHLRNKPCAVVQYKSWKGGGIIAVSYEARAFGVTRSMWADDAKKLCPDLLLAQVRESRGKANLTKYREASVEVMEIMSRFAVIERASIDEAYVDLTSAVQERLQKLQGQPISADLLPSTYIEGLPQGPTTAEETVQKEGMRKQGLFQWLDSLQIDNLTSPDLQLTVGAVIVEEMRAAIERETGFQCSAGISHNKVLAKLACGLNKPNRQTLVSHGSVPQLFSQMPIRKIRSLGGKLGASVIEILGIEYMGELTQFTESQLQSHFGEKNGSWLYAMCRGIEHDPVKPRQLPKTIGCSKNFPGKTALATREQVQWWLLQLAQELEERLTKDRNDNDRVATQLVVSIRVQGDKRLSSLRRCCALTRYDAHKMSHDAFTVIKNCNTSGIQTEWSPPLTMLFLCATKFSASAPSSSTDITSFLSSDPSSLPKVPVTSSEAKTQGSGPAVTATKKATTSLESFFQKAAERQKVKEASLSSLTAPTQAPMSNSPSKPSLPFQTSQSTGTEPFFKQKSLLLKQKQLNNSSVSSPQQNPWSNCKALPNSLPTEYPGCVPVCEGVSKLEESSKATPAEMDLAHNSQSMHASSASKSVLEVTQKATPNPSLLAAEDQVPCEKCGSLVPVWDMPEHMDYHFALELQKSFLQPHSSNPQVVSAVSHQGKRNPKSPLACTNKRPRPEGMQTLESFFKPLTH
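Pol eta (10 nM) was preincubated with compounds for 15 min at room temperature, after which fluorescent replication substrate (50 nM final) was added to start the reaction. Fluorescence was read kinetically at 0 and 10 min.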
POLB inh = qHTS Assay for Inhibitors of DNA Polymerase Beta | actives 1.3% (n = 340,000) | AID 485314, 2010 | Pol beta primer extension/strand displacement, fluorescence kinetic | Potency, µM (titrated, usually from 114 µM), inactives show at the highest dose activity change, negative = inhibition, actives largely listed as inhibitors | P06746; note: potency is the fitted concentration of half-maximal effect; % is set by controls: 0 for no effect and ±100 for the full control effect
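Human Pol beta at 10 nM; strand-displacement substrate 50 nM final. Compound exposure 15 min at room temperature before start, reaction 10 min at room temperature.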
APEX1 inh = qHTS Assay for Inhibitors of the Human Apurinic/apyrimidinic Endonuclease 1 (APE1); Potency, µM (highest dose often 65.8 µM), for inactives: at the highest dose activity change, negative = inhibition, usual class: inhibitors; actives 0.35% (n = 350,000); recombinant APE1, TAMRA/BHQ-2 abasic DNA cleavage fluorescence; AID 2517, 2012;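 note: potency is the fitted concentration of half-maximal effect; plate controls were vehicle for no effect and reference inhibitor for full effect; nearly all actives have a fitted effect of over 55% in size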
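Readout is kinetic fluorescence (ex 525, em 598 nm) from cleavage of 50 nM TAMRA/BHQ-2 THF abasic duplex by 0.75 nM APE1, compound added 15 min beforehand at RT.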
ERG Ets-DNA blk = qHTS for Small Molecule Inhibitors of the ERG Ets/DNA interaction; Transcriptional regulator ERG (Homo sapiens), P11308; fluorescence polarization, His-ERG Ets domain / labelled DNA; Potency, µM (highest dose often 76.9 µM), inactives show at the highest dose FP activity, negative = inhibition, usual class: inhibitors; actives 0.028% (n = 370,000); active = well fitted inhibition curve with a large enough effect in the polarisation, with a control signal flat; inconclusive = small, poorly fitted or top-dose-only effect, or effect the other way, or a change in a side signal; inactive = no such curve, though single readings can be large or run the other way; the % refers to the polarisation;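 note: polarization taken with two DNA probes labelled with fluorescein and Texas red; potency is the fitted concentration of half-maximal effect; % of control where 0% means no effect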
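His-tagged ERG Ets domain (1 uM in the protein solution; 300mM KCl, 50mM Tris-HCl, 1mM EDTA, 1mM DTT, pH 7.5) received compound, then a probe mix of 5 nM fluorescein-DNA and 100nM Texas-615-DNA. Fluorescence polarization was read for both dyes.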
Pol kappa inh = qHTS for Inhibitors of Polymerase Kappa. DNA polymerase kappa (Homo sapiens), Q9UBT6. purified Pol kappa, fluorescent DNA synthesis assay, 10 min. Potency, µM (titrated, usually from 107 µM), without a hit: top-dose activity, negative = inhibition, usual class: inhibitors. actives 0.53% (n = 400,000); note: potency is the fitted concentration of half-maximal effect; % is set by controls: 0 for no effect and ±100 for the full control effect
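Here, compound and 10 nM enzyme are combined for 15 min at room temperature; adding 50 nM substrate (final) starts DNA synthesis, tracked by fluorescence at 0 and 10 min against buffer-only wells.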
12-LOX inh = Primary qHTS assay for inhibitors of human arachidonate 12S-lipoxygenase (ALOX12): Round 2 | Polyunsaturated fatty acid lipoxygenase ALOX12 (Homo sapiens), P18054 | purified 12hLO, xylenol orange hydroperoxide absorbance | Potency, µM (titrated, usually from 108 µM), for the others: top-dose activity change, negative = inhibition, hits mostly inhibitors | actives 1.1% (n = 580,000); note: potency is the fitted concentration of half-maximal effect; % is set by controls: 0 for no effect and ±100 for the full control effect
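Purified human 12hLO at 150 nM in 25 mM Hepes, 0.01% Triton X-100, pH 7.0, preincubated 15 min at room temperature with compound. Reaction started with 40 uM arachidonic acid, 30 min at room temperature. Hydroperoxide measured by Fe-xylenol orange, 573/405 nm absorbance ratio.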
Apoferritin bind = qHTS Assay for Identification of Novel General Anesthetics | Ferritin light chain (Equus caballus), P02791 | apoferritin/1-aminoanthracene competitive binding, fluorescence | Potency, µM (series often up to 77.5 µM), for the others: at the highest dose activity change, negative = displacement, usual class: inhibitors | actives 0.074% (n = 350,000) | AID 485281, 2010; note: potency is the fitted concentration of half-maximal effect; % is set by controls: 0 for no effect and ±100 for the full control effect; nearly all actives have a fitted effect of over 20% in size
Target sequence (P02791 2-175 limits assumed): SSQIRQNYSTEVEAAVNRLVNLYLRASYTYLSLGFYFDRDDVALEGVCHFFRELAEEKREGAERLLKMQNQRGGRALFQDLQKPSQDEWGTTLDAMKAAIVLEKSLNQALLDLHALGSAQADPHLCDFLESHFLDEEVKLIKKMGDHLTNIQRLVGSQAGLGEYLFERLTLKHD
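Horse-spleen apoferritin (10 uM) was mixed with 50% saturated 1-aminoanthracene in PBS, exposed to compounds for 10 min at room temperature, and read for fluorescence (ex 380 nm, em 535 nm). Competitive displacement was fitted with a four-parameter Hill equation.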
LDHA block = qHTS assay for inhibitors of human lactate dehydrogenase. L-lactate dehydrogenase A chain (Homo sapiens), P00338. purified LDHA, NADH/diaphorase-resazurin fluorescence; hits give low values. activity change, % (values are at about 110 or 230 µM). actives 0.15% (n = 480,000). AID 1347041, 2019; in the data active = activity change below about -30%; inconclusive = mostly about -25% to -30%;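 note: plate controls were DMSO wells for no effect and wells without enzyme for full effect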
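Resorufin fluorescence (ex540/em590), read at 0 and 20 min after diaphorase/resazurin addition, reports the NADH left after a 5 min room-temperature reaction of 2 nM human LDH5 with 0.06 mM NADH and 0.2 mM pyruvate.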
RGS4 inh = Inhibitors of Regulator of G Protein Signaling (RGS) 4: qHTS; actives 0.039% (n = 390,000); AID 504845, 2011; Transcreener GDP fluorescence polarization, RGS4-accelerated GTP hydrolysis; Potency, µM (top dose mostly 114 µM), for inactives: at the highest dose activity change, negative = inhibition, actives largely listed as inhibitors; note: potency is the fitted concentration of half-maximal effect; % is set by controls: 0 for no effect and ±100 for the full control effect; nearly all actives have a fitted effect of over 75% in size; some results filed as inactive show a strong effect at the top dose
Target sequence (P49798 whole entry, looked up): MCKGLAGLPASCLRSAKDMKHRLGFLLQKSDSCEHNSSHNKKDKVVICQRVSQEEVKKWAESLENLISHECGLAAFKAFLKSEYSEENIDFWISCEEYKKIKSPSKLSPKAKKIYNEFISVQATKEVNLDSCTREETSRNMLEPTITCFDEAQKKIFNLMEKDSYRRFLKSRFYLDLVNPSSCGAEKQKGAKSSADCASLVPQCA
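MLSMR compounds (23 nl, pin-transferred) preincubated 10 min at room temperature with a 500nM (2x) first reagent, then RGS4 at 900nM (2x) plus Transcreener GDP mix added; fluorescence polarization (620/688 nm) read before and after 90 min at 30 °C.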
* hit, by the source's call; u = inconclusive; x = no result given; [ ] = remark or other dose. Unless noted, calls come from the whole dose curve; as a rule, active = well fitted curve in the direction sought with a large enough effect; inconclusive = small, poorly fitted or top-dose-only effect, or another doubt; inactive = no such curve, though single readings can be large; an effect the other way counts as inactive or inconclusive.

SMILES	POLH inh	POLB inh	APEX1 inh	ERG Ets-DNA blk	Pol kappa inh	12-LOX inh	Apoferritin bind	LDHA block	RGS4 inh
CN(C)S(=O)(=O)N1CCN(CC(O)COc2ccc3cc(Br)ccc3c2)CC1 (centres undefined)	-14%	-1%	-5%	-8%	-7%	u	-20%	-1	-13%
c1ccc(CCN2CCN=C2Nc2ccccc2)cc1	-15%	8%	-7%	-7%	-2%	-23%	-13%	-3	-2%
COc1ccc(CCn2c(C)cc(C(=O)CSc3nc(N)cc(=O)[nH]3)c2C)cc1	0%	18%	1%	-2%	0%	-5%	-16%	-2	-8%
CCCN(CCC)Cc1cc(=O)oc2cc3c(cc12)CCC3	-18%	27%	u	2%	0%	u	-11%	2	4%
O=C1c2ccccc2[C@@H]2C[C@@H](O)[C@H](Nc3ccccc3-c3ccccc3)CCN12	-7%	x	27%	-4%	-6%	2%	x	8	-11%
CC[C@@]1(C(=O)OC)N[C@H](CN(C)C(=O)COc2ccccc2)[C@@H]2C(=O)N(Cc3ccccc3)C(=O)[C@@H]21	-4%	x	4%	5%	-12%	6%	x	-4	20%
CSc1nc(N2CCCC2)c2c(c1C#N)CC(C)(C)OC2	-5%	1%	-5%	-12%	-6%	0%	-8%	-2	3%
CC(=O)N1CCN(c2ccccc2NC(=O)c2ccc(Br)o2)CC1	-16%	18%	-1%	-1%	0%	4%	-13%	-4	-23%
CC1SC(=Nc2ccccc2)N(S(=O)(=O)c2ccccc2)C1=O (centres undefined)	-16%	22%	-3%	5%	-17%	1%	-2%	-3	-3%
C/C(=N/NC(=O)Cc1ccccc1)c1ccc(C)s1	-9%	22%	8%	3%	-8%	-6%	-11%	-5	13%
O=C(c1cn(-c2ccccc2)nc1-c1cccs1)N(CCO)Cc1ccccc1	-4%	-2%	-4%	9%	-7%	-3%	-12%	0	-6%
O=c1[nH]c(SCc2ccccc2[N+](=O)[O-])nc2nc[nH]c12	-15%	-3%	21%	-1%	2%	-9%	-5%	-11	3%
CCc1nc(CNC(=O)C2CCC(=O)N(CCc3ccc(OC)cc3)C2)cs1 (centres undefined)	-11%	15%	-7%	-9%	-12%	-2%	-10%	-8	-6%
O=C1CC(c2ccc3c(c2)OCO3)Sc2nc3ccccc3n21 (centres undefined)	-3%	0%	12%	-3%	-12%	1%	-5%	0	18%
Cc1ccccc1C(=O)Nc1nnc(SCc2cc(=O)n3ccccc3n2)s1	2%	-11%	x	-2%	-7%[60.1 µM]	-14%	-6%	-1	4%
CCOC(=O)C1CCN(S(=O)(=O)c2ccc(C)cc2)CC1	-19%	28%	3%	x	-11%[60.1 µM]	0%[57.4 µM]	-11%	-3	-9%
COC(=O)C1(C(F)(F)F)C2C=CC(C2)N1S(=O)(=O)c1ccc(C)cc1 (centres undefined)	4%	23%	-2%	5%	-8%	5%	4%	-1	-7%
O=C(COC(=O)c1cccc(S(=O)(=O)N2CCOCC2)c1)Nc1nc(-c2ccccc2Cl)cs1	3%	21%	-5%	-2%	-13%	6%	-18%	-1	7%
Cc1ccc(NS(=O)(=O)c2cccc(C(=O)NCc3ccccn3)c2)cc1	-5%	x	20%	9%	-4%	-4%	x	-3	11%
Cc1ccc(CSC2=NCCN2C(=O)c2ccco2)cc1	-1%	-14%	-1%	-11%	8%	2%	u	0	-12%
O=C(NC1CCCCC1)c1ccc2c(c1)N(Cc1ccc(Cl)cc1)C(=O)c1ccccc1S2=O (centres undefined)	-20%	1%	x	11%	-36%	u	-4%	-12	13%
CC(C)C[C@H](NC(=O)C1CC(=O)N(c2ccc3c(c2)OCO3)C1)C(=O)NC1CCCCC1 (some centres undefined)	-8%	4%	23%	-10%	5%	3%	-9%	0	13%
Cc1cc(NC(=O)c2oc3c(c2C)-c2[nH]ncc2CC3)ccc1Br	-18%	-1%	x	2%	-2%	u	-9%	39	-4%
Cc1cc2ccccc2n2c(SCC(=O)NCc3cccs3)nnc12	7%	2%	0%	x	-1%[60.1 µM]	0%	-10%	-1	16%
COc1ccc(NC(=O)Cn2cnc3c(cnn3C(C)(C)C)c2=O)cc1OC	-10%	10%	-3%	0%	-6%	-11%	-2%	-1	18%

In the list so far, 3 have a furan ring, fused or not.
SMILES	POLH inh	POLB inh	APEX1 inh	ERG Ets-DNA blk	Pol kappa inh	12-LOX inh	Apoferritin bind	LDHA block	RGS4 inh
CC(=O)N1CCN(c2ccccc2NC(=O)c2ccc(Br)o2)CC1	-16%	18%	-1%	-1%	0%	4%	-13%	-4	-23%
Cc1ccc(CSC2=NCCN2C(=O)c2ccco2)cc1	-1%	-14%	-1%	-11%	8%	2%	u	0	-12%
Cc1cc(NC(=O)c2oc3c(c2C)-c2[nH]ncc2CC3)ccc1Br	-18%	-1%	x	2%	-2%	u	-9%	39	-4%

Single values from the list:
`O=C1CC(c2ccc3c(c2)OCO3)Sc2nc3ccccc3n21` (centres undefined) in 12-LOX inh reads 1%
`COc1ccc(NC(=O)Cn2cnc3c(cnn3C(C)(C)C)c2=O)cc1OC` in Pol kappa inh reads -6%

(listing goes on)
SMILES	POLH inh	POLB inh	APEX1 inh	ERG Ets-DNA blk	Pol kappa inh	12-LOX inh	Apoferritin bind	LDHA block	RGS4 inh
COc1ccc(C2=NN(C(=O)c3cccs3)C(O)(C(F)(F)F)C2)cc1 (centres undefined)	-22%	27%	-9%	-3%	2%	-3%	-22%	1	-15%
CN(CC(=O)Nc1cccc(F)c1)C(=O)/C=C/c1cn(Cc2ccccc2)nc1-c1cccnc1	u	x	-19%	3%	-1%	u	x	0	-20%
C=CCc1ccc(OCCOCCN(C)C)c(OC)c1	-6%	0%	4%	-3%	4%	u	-14%	-4	-22%
COCCNC(=O)c1c(CSc2ccc(F)cc2)noc1C(=O)NCc1ccccc1	-4%	-2%	12%	-4%	-13%	4%	u	0	-11%
CCc1nnc(NC(=O)CSc2nnc(-c3ccccc3OC)n2-c2ccc(C)cc2)s1	1%	13%	1%	6%	-18%	u	u	-2	-7%
CC(=O)Nc1ccc(S(=O)(=O)Oc2ccc(C(=S)N3CCC(O)CC3)cc2)cc1	-14%	9%	5%	-4%	-6%	u	-10%	-2	u
COC(=O)/C(=C1/Oc2cc3c(cc2S1)OCO3)C(F)(F)F	-14%	-8%	-2%	x	1%	5%	8%	-2	-6%
O=C(Nc1ccccc1O)c1ccc2c(c1)C(=O)N(N1C(=O)c3ccccc3C1=O)C2=O	-20%	28µM*	4%	12%	-13%	-8%	-4%	2	1%
CCOC(=O)c1c(S(=O)(=O)N2CCC(C(=O)NCc3cccc(OC)c3)CC2)c(C)n(C)c1C	-20%	-1%	x	0%	-7%[60.1 µM]	-22%	-9%	-2	19%
O=C(CSc1nccc(=O)[nH]1)N1CCCc2ccccc21	-1%	1%	0%	x	-5%	-23%	3%	0	-11%
CCCCC(=O)Nc1cccc(NC(=O)c2cccc(Br)c2)c1	-11%	12%	-5%	-1%	3%	22%	u	-3	3%
CC1CCCCC1NC(=O)CCCCn1c(=O)[nH]c2ccsc2c1=O (centres undefined)	-10%	18%	16%	6%	-5%	-12%	-9%	-2	-21%
CC1CCCC(C)N1CCNC(=O)CCc1nnc2n(Cc3ccccc3)c(=O)c3ccccc3n12 (centres undefined)	-21%	35%	-13%	-12%	-23%	369%[activator]	-23%	1	-11%
O=C(COC(=O)Cc1ccc(Br)cc1)NC12CC3CC(CC(C3)C1)C2	-17%	u	-1%	1%	-9%	0%	u	5	-7%[11.4 µM]
Cc1ccc(NC(=S)Nc2ccc3[nH]c(=O)[nH]c3c2)cc1C	-9%	3%	-1%	-1%	-21%	-23%	-13%	-5	-37%
O=C1Nc2c(c(=O)[nH]c(=O)n2Cc2ccccc2)C1(NS(=O)(=O)c1ccccc1)C(F)(F)F (centres undefined)	-4%	2%	5%	1%	-6%	-1%	-4%	-17	29%
COc1cc(/C=C/c2[nH]c(=O)[nH]c(=O)c2[N+](=O)[O-])cc(OC)c1O	-20%	19%	13%	2%	-5%	u	-18%	3	-34%
O=C(COc1ccc2c(c1)CCC2)N1CCN(c2ccc(F)cc2)CC1	-21%	-4%	3%	4%	0%	-17%	-6%	-8	2%
O=C(C1CCC(=O)N(C2CC2)C1)N1CCN(c2cccc(Cl)c2)CC1 (centres undefined)	-16%	6%	22%	-3%	-9%	0%	-6%	1	8%
CCOC(=O)c1c(C)[nH]c(C(=O)OCC(=O)c2ccccc2)c1C	-21%	x	12%	11%	-14%	-4%	x	-2	-22%
CCOC(=O)c1ccc(NC(=O)c2sc3ccccc3c2Cl)cc1	-19%	9%	x	-1%	1%	0%	-2%	-1	-4%
CC(C(=O)Nc1ccc(Br)cc1)N(C)CC(=O)NCc1ccco1 (centres undefined)	-13%	x	2%	10%	4%	u	x	-3	-6%

A portion of the library; count on the stated rates, not on these rows.
